Screening data: PubChem BioAssay, National Center for Advancing Translational Sciences (NCATS)
GLP1R cytotox: cytotoxic in the GLP-1 receptor inverse agonist counter-screen; HEK293 cAMP-luciferase reporter cells, luminescence, 24 h; Potency, µM (top dose mostly 38.3 µM), for inactives: top-dose activity change, negative = inhibition, actives largely listed as inhibitors; actives 0.13% (n = 410,000);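 further: loss of luciferase light is scored as toxicity; potency means the concentration at half of the fitted maximal effect; on the % scale 0 is the no-effect control and ±100 the full control effect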
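Seeding density was 200 cells/uL; after overnight-length (12 h) culture, 23 nL compounds went on for 24 h at 37 °C. Readout used a luciferase detection reagent, luminescence taken after 12 min at room temperature.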
GLP1R inv ag: inverse agonists of human GLP-1 receptor; AID 624417; HEK293 GLP-1R CRE-luciferase, luminescence, 24 h; GLP-1R form is constitutively active; actives 1.6% (n = 410,000); Potency, µM (doses to about 38.3 µM), for the others: at the top dose activity change, negative = inhibition, most hits filed as inhibitors; P43220; further: potency means the concentration at half of the fitted maximal effect; on the % scale 0 is the no-effect control and ±100 the full control effect; nearly all actives have a fitted effect of over 55% in size
Target sequence (P43220 whole entry, looked up): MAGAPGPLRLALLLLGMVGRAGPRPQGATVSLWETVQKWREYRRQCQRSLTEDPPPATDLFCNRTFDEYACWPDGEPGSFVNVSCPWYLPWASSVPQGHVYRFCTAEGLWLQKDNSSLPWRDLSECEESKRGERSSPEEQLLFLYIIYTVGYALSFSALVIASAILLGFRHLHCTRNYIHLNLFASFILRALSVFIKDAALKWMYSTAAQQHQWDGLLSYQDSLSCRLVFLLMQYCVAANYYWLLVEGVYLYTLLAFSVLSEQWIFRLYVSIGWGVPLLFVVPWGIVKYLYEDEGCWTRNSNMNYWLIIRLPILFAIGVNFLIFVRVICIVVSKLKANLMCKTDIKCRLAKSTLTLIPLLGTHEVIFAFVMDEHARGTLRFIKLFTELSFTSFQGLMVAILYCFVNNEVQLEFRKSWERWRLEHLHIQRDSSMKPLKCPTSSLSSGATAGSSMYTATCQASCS
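Luminescence readout: a drop in cAMP-driven luciferase signal flags inverse agonism at a constitutively active GLP-1R stably expressed in HEK293. Compound exposure lasted 24 hr at 37 deg C, 5% CO2.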
PTHR1 agonist: PTHR1 (human) receptor agonism. Q03431. HEK293 GP2 PTHR1 cells, GloSensor cAMP luminescence, 1 h. Potency, µM (top dose mostly 115 µM), for the others: at the highest dose activation, most hits filed as activators. actives 0.075% (n = 410,000). AID 743266; further: potency means the concentration at half of the fitted maximal effect; nearly all actives have a fitted effect of over 55% in size; some results filed as inactive show a strong effect at the top dose; inactives centre near -15; many of its hits are not listed in these tables
Target sequence (Q03431 whole entry, looked up): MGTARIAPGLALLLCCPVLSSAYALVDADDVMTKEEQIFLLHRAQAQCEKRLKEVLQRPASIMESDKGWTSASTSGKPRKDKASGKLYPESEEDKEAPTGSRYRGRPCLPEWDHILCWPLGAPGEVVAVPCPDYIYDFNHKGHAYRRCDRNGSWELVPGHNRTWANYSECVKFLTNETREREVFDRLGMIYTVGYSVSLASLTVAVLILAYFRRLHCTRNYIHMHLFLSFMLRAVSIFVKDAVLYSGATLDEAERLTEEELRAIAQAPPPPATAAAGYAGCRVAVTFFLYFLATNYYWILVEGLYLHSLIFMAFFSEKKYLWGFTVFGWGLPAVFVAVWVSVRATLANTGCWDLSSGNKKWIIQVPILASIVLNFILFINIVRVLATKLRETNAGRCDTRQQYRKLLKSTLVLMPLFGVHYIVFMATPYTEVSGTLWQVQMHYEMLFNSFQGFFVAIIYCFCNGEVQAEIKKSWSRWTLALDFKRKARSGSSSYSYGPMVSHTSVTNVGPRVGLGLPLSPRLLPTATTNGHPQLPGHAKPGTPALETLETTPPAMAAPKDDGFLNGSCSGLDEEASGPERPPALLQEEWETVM
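HEK-293-derived GP2 cells expressing PTHR1 and a GloSensor cAMP reporter, 3,000/well, plated overnight, given luciferin plus IBMX (each 0.5 mM as added) for 1 h at 37 °C, then compound for 1 h at 37 °C. Luminescence was read after 15 min at room temperature.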
Abeta yeast res: compounds reversing amyloid beta toxicity in yeast; actives 0.063% (n = 410,000); yeast expressing A-beta42, growth rescue, OD600, 48 h; response scale: 0% DMSO, 100% iron-clioquinol control; AID 1347071; Potency, µM (highest dose often 46.1 µM), inactives show at the highest dose growth rescue, hits mostly activators; further: potency means the concentration at half of the fitted maximal effect; nearly all actives have a fitted effect of over 55% in size
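Growth rescue measured by 600 nm absorbance after 48 h yeast culture at 30 C with compound. Values normalized between DMSO and an equimolar ferric chloride plus clioquinol control.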
aSyn yeast inh: alpha-synuclein toxicity inhibition in yeast; Yeast expressing alpha-synuclein, growth rescue, BacTiter-Glo, 24 h; Potency, µM (titrated, usually from 46.1 µM), for the others: top-dose growth rescue (activation), most hits filed as activators; actives 0.14% (n = 370,000); AID 652106; further: potency means the concentration at half of the fitted maximal effect; % of control where 0% means no effect; nearly all actives have a fitted effect of over 65% in size
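Screening used galactose-induced yeast with toxic alpha-synuclein levels, exposed to compound for 24 hr at 30 deg C. Cell growth, read with BacTiter-Glo luminescence, gave the measured signal.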
MmCpn inh: inhibitors of Methanococcus maripaludis chaperonin (MmCpn); purified Mm-Cpn ATPase, ADP Transcreener TR-FRET; Potency, µM (highest dose often 76.9 µM), without a hit: at the highest dose activity, negative = inhibition, hits mostly inhibitors; actives 0.031% (n = 330,000); AID 504842; further: potency means the concentration at half of the fitted maximal effect; on the % scale 0 is the no-effect control and ±100 the full control effect; nearly all actives have a fitted effect of over 80% in size
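25 nM Mm-CPN + cpd, 10 min 37°C; + 10 uM ATP, 30 min 37°C; buffer 30 mM Tris pH 7.4, 100 mM KCl, 5 mM MgCl2, 1 mM DTT; Transcreener ADP HTRF detection 30 min RT.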
pAkt inh: blocks phosphorylation of Akt | activity change, % for hits at 50 µM | actives 0.32% (n = 360,000) | Neuro2A IGF-stimulated pAkt S473 HTRF, 20 min; hits give low values | AID 651550; in the data active means activity change below about -80%; inconclusive means mostly about -51% to -80%; further: on the % scale 0 is the no-effect control and ±100 the full control effect
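Single-point screen (50 µM final compound) in Neuro2A cells stimulated 20 min with 6 nM IGF at 37 deg C. After lysis, Ser473-phosphorylated Akt read by HTRF (ex 330 nm, em 615/665 nm) as the 665/615 ratio.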
TDP43 rescue: rescues yeast growth from TDP-43 toxicity. TDP-43 expressing yeast growth rescue, BacTiter-Glo, 24 h. Potency, µM (series often up to 46.1 µM), for inactives: top-dose growth rescue (activation), actives largely listed as activators. actives 1.8% (n = 410,000). AID 652104; further: potency means the concentration at half of the fitted maximal effect; % of control where 0% means no effect; nearly all actives have a fitted effect of over 50% in size
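In this qHTS, compounds that restore growth of yeast expressing TDP-43 appear as activators. Cells (OD600=0.02, galactose medium, raffinose-pregrown) are incubated with compound 24 hr at 30 deg C and growth is quantified by BacTiter-Glo.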
FUS yeast rescue: rescues growth of FUS-expressing yeast | S. cerevisiae FUS-expressing, growth rescue, OD600, 24 h | Potency, µM (highest dose often 76.6 µM), without a hit: at the highest dose growth rescue (activation), usual class: activators | actives 0.24% (n = 390,000) | AID 1347120;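 further: potency means the concentration at half of the fitted maximal effect; plate controls were DMSO vehicle for no effect and reference control for full effect; nearly all actives have a fitted effect of over 55% in size; some results filed as inactive show a strong effect at the top dose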
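FUS-expressing yeast, raffinose-pregrown, induced in 2% galactose minimal medium at OD 0.005; compounds in a dilution series, 24hr at 30C. Growth restoration read as absorbance at 600 nm. CP55940 positive control, DMSO negative.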
The depositor's hits bear a star; i = inactive; ? = inconclusive; . = no result given; [ ] = another dose, or the depositor's remark. Unless noted, the call rests on the fitted dose curve; in most records, active means well fitted curve in the direction sought with a large enough effect; inconclusive means small, poorly fitted or top-dose-only effect, or another doubt; inactive means no such curve, though single readings can be large; an effect the other way counts as inactive or inconclusive. Only part of the results is shown. The share of hits here may be higher or lower than overall.

no.	Molecule	GLP1R cytotox	GLP1R inv ag	PTHR1 agonist	Abeta yeast res	aSyn yeast inh
1	Fc1ccc(-c2cc(C(F)(F)F)nc(-n3cncn3)n2)cc1	-6%	0%	-15%[57.5 µM]	-8%	1%
2	COC(=O)c1ccc(CN2CCC(n3nccc3NC(=O)C3CCCC3)CC2)cc1	7%	-7%	-10%	-9%	-1%
3	O=C(O)C1CCCCC1C(=O)Nc1ccc(S(=O)(=O)N2CCOCC2)cc1 (stereo not given)	-2%	-2%	-16%	-2%	-2%
4	COc1ccc(Cl)cc1Nc1cc(C)nc2nc(C)nn12	3%	1%	2%	-10%	10%
5	Cc1cc(C)n2cc(CSc3ccc(Cl)cc3)nc2n1	-26%	13%	-6%	-14%	-2%
6	Cc1nc(-c2ccc(Cl)cc2)sc1C1(C)CC(c2cccnc2)=NO1 (stereo not given)	3%	8%	-27%	-11%	22%
7	Cc1ccc(-n2nnnc2SCC(=O)c2c(N)n(CC(C)C)c(=O)n(C)c2=O)cc1	-13%	70%[activator]	i	0%	-1%
8	CC(c1ccccn1)N(CCN(C)C)C(=S)Nc1cccc(F)c1 (stereo not given)	-24%	-5%	-1%[57.5 µM]	-3%	3%
9	CSc1ccccc1NC(=O)c1ccccc1C	20%	?	-24%	11%	-6%
10	CCOC(=O)C1CCN(C(=O)c2ccccc2NS(=O)(=O)c2ccc(F)cc2)CC1	5%	-6%	i	0%	2%
11	COc1ccccc1NC(=O)C1=C(C)NC2=C(C(=O)CCC2)C1c1ccc2c(c1)OCO2 (stereo not given)	-3%	1%	i	4%	1%
12	COc1ccc(NC(=O)CC2C(=O)N(c3ccccc3)C(=O)N2C2CCCCC2)cc1 (stereo not given)	-10%	-10%	-29%	4%	.

no.	MmCpn inh	pAkt inh	TDP43 rescue	FUS yeast rescue
1	1%	i	17%	9%
2	0%	i	-8%	.
3	.	i	6%	5%
4	-3%	i	2%	-18%
5	1%	i	18%	28%
6	-7%	i	?	?
7	-2%	i	-9%	-12%
8	-2%	i	-2%	22%
9	-5%	i	18%	-41%
10	1%	i	7%	10%
11	0%	i	-16%	19%
12	.	.	24%	-13%

(more compounds)
no.	Molecule	GLP1R cytotox	GLP1R inv ag	PTHR1 agonist	Abeta yeast res	aSyn yeast inh
13	Cc1c(Cl)cnc(NC(=O)COC(=O)[C@@H](NC(=O)c2ccco2)C(C)C)c1Cl	3%	17%	-9%	3%	9%
14	C/C(=N\O)c1ccco1	-11%	15%	-21%	-1%	-4%
15	COc1ccccc1CNS(=O)(=O)c1c(C)noc1C	-20%	-19%	i	0%	1%
16	COc1ccc(C(=O)Cn2c(C)nc([N+](=O)[O-])c2Br)cc1	-72%	?	-64%[inhibitor]	-10%	-7%
17	COc1ccc(-c2nc(CS(=O)CC(=O)NCCc3ccc(C)cc3)c(C)o2)cc1OC (stereo not given)	-4%	96%[activator]	-13%	7%	-2%
18	Cc1noc(C)c1S(=O)(=O)N1CCCC1C(=O)O (stereo not given)	-11%	-5%	i	-7%	2%
19	O=C(Cc1cnn(-c2ccccc2)c1)c1ccc(O)c(O)c1O	-14%	5%	-28%	?	?
20	O=c1c2ccccc2[nH]c(=S)n1CCN1CCCCC1	-4%	48%[activator]	-28%	0%	-6%
21	N#Cc1ccccc1NC(=O)Nc1cccc(Cl)c1	0%	14%	i	-4%	-2%
22	CCCc1c(C(=O)N/N=C/c2ccc(C)s2)nnn1-c1nonc1N	-2%	17%	-6%	-2%	-3%
23	COc1cccc(N2CCN(Cc3nc4ccccc4c(=O)[nH]3)CC2)c1	-2%	-8%	i	-4%	1%
24	COc1ccc(OCC(=O)NS(=O)(=O)c2ccccc2)cc1	-8%	15%	-15%	6%	7%

no.	MmCpn inh	pAkt inh	TDP43 rescue	FUS yeast rescue
13	0%	i	9%	14%
14	0%	i	2%	-18%
15	-1%	i	-8%	10%
16	0%	i	?	12%
17	1%	i	1%	22%
18	0%	i	-14%	-34%
19	-1%	i	35µM*	.
20	1%	i	2%	26%
21	.	i	3%	-17%
22	1%	i	-27%	-3%
23	1%	i	20%	-3%
24	-2%	i	-7%	-33%

Five entries drawn at random from those above:
no.	Molecule	GLP1R cytotox	GLP1R inv ag	PTHR1 agonist	Abeta yeast res	aSyn yeast inh
20	O=c1c2ccccc2[nH]c(=S)n1CCN1CCCCC1	-4%	48%[activator]	-28%	0%	-6%
18	Cc1noc(C)c1S(=O)(=O)N1CCCC1C(=O)O (stereo not given)	-11%	-5%	i	-7%	2%
15	COc1ccccc1CNS(=O)(=O)c1c(C)noc1C	-20%	-19%	i	0%	1%
24	COc1ccc(OCC(=O)NS(=O)(=O)c2ccccc2)cc1	-8%	15%	-15%	6%	7%
23	COc1cccc(N2CCN(Cc3nc4ccccc4c(=O)[nH]3)CC2)c1	-2%	-8%	i	-4%	1%

no.	MmCpn inh	pAkt inh	TDP43 rescue	FUS yeast rescue
20	1%	i	2%	26%
18	0%	i	-14%	-34%
15	-1%	i	-8%	10%
24	-2%	i	-7%	-33%
23	1%	i	20%	-3%

Further structures:
no.	Molecule	GLP1R cytotox	GLP1R inv ag	PTHR1 agonist	Abeta yeast res	aSyn yeast inh
25	CN(C)S(=O)(=O)c1cccc(NC(=O)COC(=O)c2ccc(Br)o2)c1	-14%	0%	-6%	10%	2%
26	O=C(Cn1c(=O)n(-c2ccccc2)c(=O)c2sccc21)N1CCCC1	-23%	-16%	6%[57.5 µM]	-3%	-3%
27	COc1ccc(NC(=O)CSc2nc3ccccc3n2CC(=O)N2CCCC(C)C2)cc1 (stereo not given)	-10%	-2%	-11%	-14%	.
28	O=C(Nc1ccc(Cl)cc1)N1CCCC(Cn2cccc2)C1 (stereo not given)	-8%	?	-52%[inhibitor]	2%	1%
29	CCN(CC)CCNc1nc(-c2ccccc2)nnc1C(F)(F)F	-14%	0%	i	-8%	1%
30	CN(Cc1nc(-c2ccccn2)no1)S(=O)(=O)c1ccccc1	20%	0%	-3%	10%	2%
31	COc1ccc(NC(=S)N(CCCN2CCC(C)CC2)Cc2cccs2)cc1Cl	?	?	i	4%	13%
32	O=C(CCNC(=O)c1ccc(Cl)cc1)Nc1ccccc1N1CCCC1	-15%	?	-23%	-17%	-2%
33	COc1ccc(C)cc1N(C(=O)c1cccc(F)c1)c1nc2ccccc2s1	3%	?	i	-10%	1%
34	Cc1cc(C(=O)N2CCN(c3ccc(F)cc3)CC2)c2c(C)nn(-c3cccc(Cl)c3C)c2n1	7%	-21%	i	-5%	.
35	CC(CCc1ccccc1)NC(=O)C1CCN(S(=O)(=O)N2CCCCC2)CC1 (stereo not given)	6%	?	-34%[inhibitor]	6%	3%
36	COc1ccc(CCNC(=O)CCC(=O)N2CC(C)Oc3ccc(Cl)cc32)cc1OC (stereo not given)	?	?	-22%	6%	3%

no.	MmCpn inh	pAkt inh	TDP43 rescue	FUS yeast rescue
25	1%	i	14%	9%
26	0%	.	-21%	22%
27	.	.	-5%	18%
28	0%	i	-27%	8%
29	0%	i	0%	27%
30	2%	i	5%	-31%
31	-1%	i	8%	19%
32	1%	i	-26%	.
33	-5%	i	-14%	3%
34	.	.	24%[9.22 µM]	-18%
35	1%	i	-21%	-3%
36	-1%	i	15%	7%

Other records follow.
no.	Molecule	GLP1R cytotox	GLP1R inv ag	PTHR1 agonist	Abeta yeast res	aSyn yeast inh
37	CC(C)(/C=N/NC(=O)CSCc1ccc(Cl)cc1)CCC#N	-3%[0.307 µM]	-5%[0.307 µM]	i	11%	3%
38	CN(C)c1nccc(NCc2ccccc2)c1C#N	0%	43%[activator]	-7%	-9%	-3%
39	CN(C)c1ccc(/C=C(/NC(=O)c2ccccc2)C(=O)N/N=C/c2ccc([N+](=O)[O-])c(O)c2)cc1	?	0%	21%	18%	4%
40	CC(O)c1nc2ccc(C(=O)O)cc2[nH]1 (stereo not given)	0%	-11%	i	-2%	4%
41	O=C(O)C1CCN(C(=O)CSc2nc3ccccc3s2)CC1	2%	-9%	i	-5%	-6%
42	COc1ccc(OC)c(-c2noc(N3CCN(c4ccc(Cl)cc4)CC3)n2)c1	4%	8%	-6%	7%	.
43	O=C(NCC1CCN(S(=O)(=O)c2ccccc2)CC1)Nc1ccccc1	-5%	-15%	-4%	-21%	7%
44	COc1ccc(Cl)cc1NC(=O)C(C)N1Cc2ccccc2C1=O (stereo not given)	-8%	-11%	i	6%	.
45	CCN(C[C@H]1N[C@@](Cc2ccccc2)(C(=O)OC)[C@H]2C(=O)N(C)C(=O)[C@@H]12)C(=O)c1ccc(F)cc1	2%	-4%	i	4%	-6%

no.	MmCpn inh	pAkt inh	TDP43 rescue	FUS yeast rescue
37	1%	i	15%	4%
38	-3%	i	-11%	11%
39	-10%	i	-20%	92%
40	0%	i	12%	-7%
41	0%	i	12%	-5%
42	.	.	11µM*	12%
43	2%	i	-2%	29%
44	.	.	20%	0%
45	0%	i	10%	-11%
